Screening data as filed in PubChem.
NPC1 prom act = qHTS Assay for NPC1 Promoter Activators | Huh7 NPC1 promoter luciferase reporter, 24 h | Potency, µM (series often up to 9.22 µM), inactives show top-dose activation, most hits filed as activators | 2.4% of 320,000 active | AID 485313, 2010;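 also: potency is read from the fitted curve at half-maximal effect; % of control where 0% means no effect; nearly all actives have a fitted effect of over 60% in size; reporter is driven by a mutant NPC1 promoter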
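Luminescence from an NPC1 promoter-driven luciferase reporter in stably transfected Huh7 cells was measured after 24 h compound treatment at 37 °C, followed by 10 min ambient incubation with luciferase detection reagent.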
Gal4-VP16 FLuc = VP16 counterscreen qHTS for inhibitors of ROR gamma transcriptional activity; Drosophila S2 Gal4-VP16 UAS-luciferase, luminescence, 20 h; Potency, µM (highest dose often 53.6 µM), without a hit: at the highest dose activity, negative = inhibition, actives largely listed as inhibitors; 3.5% of 310,000 active;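 also: Gal4-VP16 expression switched on by copper sulfate through the metallothionein promoter; potency is read from the fitted curve at half-maximal effect; % is scaled to controls: 0 for no effect and ±100 for the full control effect; nearly all actives have a fitted effect of over 50% in size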
BRCA1 expr act = qHTS Assay to Identify Small Molecule Activators of BRCA1 Expression. MCF7-BRCA1-FFLuc reporter, luminescence, 48 h; response scale: scaled: vehicle 0%, 10 µM genistein 100%. Potency, µM (doses to about 46.1 µM), inactives show top-dose activation, actives largely listed as activators. 1.1% of 380,000 active. AID 624202, 2012; also: potency is read from the fitted curve at half-maximal effect; nearly all actives have a fitted effect of over 80% in size; some results filed as inactive show a strong effect at the top dose
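MCF7-BRCA1-FFLuc, 2000 cells/well; 2 h attach, 37 °C/5% CO2; compound 48 h; luciferase substrate 15 min; luminescence end-point. Norm. to genistein 10 microM max activation and DMSO; concentration-response curves fitted.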
PKM2 act = qHTS Assay for Activators of Human Muscle isoform 2 Pyruvate Kinase | Potency, µM (titrated, usually from 57.5 µM), without a hit: at the top dose activation, actives largely listed as activators | 0.34% of 260,000 active | Pyruvate kinase PKM (Homo sapiens), P14618 | purified PKM2, Kinase-Glo ATP luminescence, activation; response scale: 0% is enzyme alone, no compound; also: potency is read from the fitted curve at half-maximal effect; % is scaled to controls: 0 for no effect and ±100 for the full control effect; nearly all actives have a fitted effect of over 55% in size
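Kinase-Glo luminescence reports ATP generated from ADP (0.1 mM) and PEP (0.5 mM) by purified hPK-M2 after 1 h at room temperature, pH 7.2 imidazole buffer; intermediate enzyme activity allows detecting inhibitors and activators.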
RORg inh = qHTS for inhibitors of ROR gamma transcriptional activity; 5.4% of 310,000 active; Nuclear receptor ROR-gamma (Mus musculus), P51450; Potency, µM (top dose mostly 53.6 µM), without a hit: at the top dose activity change, negative = inhibition, most hits filed as inhibitors; Drosophila S2 Gal4-RORgamma UAS-luciferase reporter, 20 h; also: potency is read from the fitted curve at half-maximal effect; % is scaled to controls: 0 for no effect and ±100 for the full control effect; nearly all actives have a fitted effect of over 60% in size
Target sequence (P51450 whole entry, looked up, the tested form may be a part): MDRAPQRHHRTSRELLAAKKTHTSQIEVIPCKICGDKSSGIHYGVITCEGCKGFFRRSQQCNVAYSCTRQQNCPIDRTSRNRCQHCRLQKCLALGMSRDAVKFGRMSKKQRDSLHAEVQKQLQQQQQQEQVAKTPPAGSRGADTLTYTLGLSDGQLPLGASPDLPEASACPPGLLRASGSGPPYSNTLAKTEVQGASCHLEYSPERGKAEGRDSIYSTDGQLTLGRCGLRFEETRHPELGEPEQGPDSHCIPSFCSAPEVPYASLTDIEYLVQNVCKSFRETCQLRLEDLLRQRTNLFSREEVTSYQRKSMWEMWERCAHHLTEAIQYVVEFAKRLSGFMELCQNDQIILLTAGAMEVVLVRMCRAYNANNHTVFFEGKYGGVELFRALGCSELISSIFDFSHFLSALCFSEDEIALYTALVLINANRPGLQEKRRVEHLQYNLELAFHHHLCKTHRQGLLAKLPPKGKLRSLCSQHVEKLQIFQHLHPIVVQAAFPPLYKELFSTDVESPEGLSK
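Stable Schneider cell line, Gal4 DNA-binding domain fused to ROR gamma, UAS-luciferase. Cmpd 1 hr RT → CuSO4 700 uM final → 20 hr RT → luciferase reagent 10 min → luminescence.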
Menin MLL FP TR = qHTS Assay for Inhibitors Targeting the Menin-MLL Interaction in MLL Related Leukemias: Competition With Texas Red Labeled MLL-derived Mutant Peptide. AID 1768, 2009. Potency, µM (top dose mostly 61.6 µM), for the others: at the highest dose FP activity change, negative = inhibition, hits mostly inhibitors. 0.23% of 270,000 active. O00255. Menin + Texas Red MLL mutant peptide, fluorescence polarization; active = well fitted inhibition curve with a large enough effect in the polarisation, with a control signal flat, not every such curve was filed as active; inconclusive = small, poorly fitted or top-dose-only effect, or effect the other way, or a change in a side signal; inactive = no such curve, though single readings can be large or run the other way; the % refers to the polarisation; also: potency is read from the fitted curve at half-maximal effect; % of control where 0% means no effect; many of its hits are not listed in these tables
Target sequence (O00255 whole entry, looked up): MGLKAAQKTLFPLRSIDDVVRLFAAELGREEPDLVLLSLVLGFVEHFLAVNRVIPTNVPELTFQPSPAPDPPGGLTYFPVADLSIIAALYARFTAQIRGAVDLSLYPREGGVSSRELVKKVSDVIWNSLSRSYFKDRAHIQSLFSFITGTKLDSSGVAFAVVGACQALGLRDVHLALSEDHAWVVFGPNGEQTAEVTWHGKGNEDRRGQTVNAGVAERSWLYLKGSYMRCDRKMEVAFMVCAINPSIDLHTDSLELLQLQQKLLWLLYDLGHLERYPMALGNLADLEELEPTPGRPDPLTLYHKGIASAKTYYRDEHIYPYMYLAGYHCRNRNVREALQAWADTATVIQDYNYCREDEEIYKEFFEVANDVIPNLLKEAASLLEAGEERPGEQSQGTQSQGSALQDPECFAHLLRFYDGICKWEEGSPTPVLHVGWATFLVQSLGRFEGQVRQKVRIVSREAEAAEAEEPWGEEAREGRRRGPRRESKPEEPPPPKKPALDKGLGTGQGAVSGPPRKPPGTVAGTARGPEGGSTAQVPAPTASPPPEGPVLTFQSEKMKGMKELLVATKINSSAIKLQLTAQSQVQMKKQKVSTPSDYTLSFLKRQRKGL
Rab9 promoter act = qHTS Assay for Rab9 Promoter Activators; Potency, µM (top dose mostly 9.22 µM), inactives show at the highest dose activation, negative = inhibition, most hits filed as activators; AID 485297, 2010; 2.8% of 320,000 active; Huh7 Rab9 promoter-luciferase reporter, luminescence, 24 h; also: potency is read from the fitted curve at half-maximal effect; % of control where 0% means no effect; nearly all actives have a fitted effect of over 60% in size
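Huh7 reporter line, Rab9 promoter upstream of luciferase. Compound exposure 24 h at 37 °C in reduced-serum medium with 10% FBS. Read-out: luminescence.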
ELG1 genotoxic = qHTS screen for small molecules that induce genotoxicity in human embryonic kidney (HEK293T) cells expressing luciferase-tagged ELG1. Potency, µM (highest dose often 46 µM), for the others: at the top dose activity change, positive = activation, actives largely listed as activators. HEK293T ELG1-luciferase reporter, luminescence, 16 h. 1.3% of 330,000 active; also: potency is read from the fitted curve at half-maximal effect; % of control where 0% means no effect; nearly all actives have a fitted effect of over 60% in size
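16 hr compound incubation (37 °C, 5% CO2) of HEK293T cells carrying luciferase-tagged ELG1; luciferase then measured by ONE-Glo luminescence after 30 min at RT.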
p53 reactivation = qHTS assay for re-activators of p53 using a Luc reporter; H1299 p53-A138V BP100-luciferase reporter, luminescence, 24 h; Potency, µM (titrated, usually from 92.2 µM), for inactives: at the top dose activity change, positive = activation, usual class: activators; 0.063% of 320,000 active; AID 504706, 2011; also: potency is read from the fitted curve at half-maximal effect; % of control where 0% means no effect; nearly all actives have a fitted effect of over 45% in size
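H1299 (p53-null), stable ts p53-A138V + BP100-Luc; 1000 cells/well, Opti-MEM/10% FBS; cpd 4 pt, 1:5; 24 h, 37 deg C, 5% CO2; detection reagent 10 min RT; luminescence.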
Giardia killer = Small Molecules that selectively kill Giardia lamblia: qHTS; 0.15% of 340,000 active; AID 540267, 2011; activity change, % at 7.66 µM, hits read low; Giardia lamblia trophozoite viability; in the data active = activity change below about -80%; inconclusive = between about -30% and that limit;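 also: parasites exposed to compound for two days anaerobically before the ATP read; % is scaled to controls: 0 for no effect and ±100 for the full control effect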
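Compounds were tested on trophozoites seeded at 100 cells/well and held 48 hrs at 37 deg C anaerobically. An ATP-based luminescent kit measured the remaining live cells.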
FLuc modulator = qHTS profiling assay for firefly luciferase inhibitor/activator using purifed enzyme and Km concentrations of substrates (counterscreen for miR-21 project). Luciferin 4-monooxygenase (Photinus pyralis), P08659. purified FLuc, Km substrates, luminescence inhibition. Potency, µM (series often up to 57.5 µM), without a hit: at the highest dose activity change, negative = inhibition, actives largely listed as inhibitors. 6.9% of 360,000 active. AID 588342, 2011;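 also: potency is read from the fitted curve at half-maximal effect; plate controls were vehicle for no effect and reference inhibitor for full effect; nearly all actives have a fitted effect of over 55% in size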
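Purified P. pyralis luciferase (10nM final) with 10uM D-luciferin and 10uM ATP (Km levels) in 50mM Tris acetate pH 7.5, 10mM Mg acetate, 0.01% Tween-20, 0.05% BSA; qHTS 6-point titration, ~60 µM downward; luminescence read.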
Starred values were filed as active, the others as inactive; ? = inconclusive; . = not tested or not shown; [ ] = another dose, or the depositor's remark. Unless noted, calls follow the shape of the dose curve; as a rule, active = well fitted curve in the direction sought with a large enough effect; inconclusive = small, poorly fitted or top-dose-only effect, or another doubt; inactive = no such curve, though single readings can be large; an effect the other way counts as inactive or inconclusive.

1: CC(Oc1ccc2cc(-c3ccccc3)c(=O)oc2c1)C(=O)NCC1CCC(C(=O)O)CC1 (configuration not stated)
2: Clc1ccc(N2N=C(c3cccs3)CC2c2ccco2)cc1 (configuration not stated)
3: CCCCN(CC)S(=O)(=O)c1ccc(C(=O)Nc2nnc(-c3cccs3)o2)cc1
4: CCNc1nc(C)c(CN(C(C)=O)c2ccccc2)nc1C#N
5: COc1ccc(CCN(C)CC(O)COc2ccc(C(C)=O)cc2OC)cc1OC (configuration not stated)
6: CCCn1c(N)c(N(CCOC)C(=O)c2cc(C)cc(C)c2)c(=O)[nH]c1=O
7: O=C(OCc1ccccc1)c1cn(-c2ccccc2)nc1-c1ccncc1
8: O=C(CSc1ncnc2c1nnn2Cc1ccc(F)cc1)NC1CCCCC1

entry no.	1	2	3	4	5	6	7	8
NPC1 prom act	1%	1%	-25%	-1%	-2%	-4%	2%	-6%
Gal4-VP16 FLuc	-1%	4%	0.13µM*	3%	-11%	-6%	-5%	0%
BRCA1 expr act	6%	-29%	-52%	1%	-11%	-10%	0%[1.84 µM]	-6%
PKM2 act	-1%	1%	-5%	4%	.	0%	-2%	-1%
RORg inh	-1%	31%	0.028µM*	-3%	-20%	-11%	-33%	3%
Menin MLL FP TR	-16%	?	?	-9%	-1%	?	7%	-9%
Rab9 promoter act	-4%	-2%	-23%	-1%	4%	-7%	-2%	-2%
ELG1 genotoxic	5%	-1%	-7%	1%	-1%	-3%	-4%	4%
p53 reactivation	16%	4%	-5%	-8%	8%	2%	-1%	0%
Giardia killer	-28	5	-7	-10	3	1	-3	1
FLuc modulator	21µM*	-19%	6%	2%	0%	0%	1%	0%

9: COc1ccccc1-c1cc(C(=O)Nc2c(C)n(C)n(-c3ccccc3)c2=O)no1
10: O=C(NNC1=C(C(=O)C(F)(F)F)CCC1)c1ccccc1O
11: O=C(NCCC1=CCCCC1)C1CCN(C(=O)Cc2ccccc2)CC1
12: CC(=O)Nc1nc(N)n(-c2ccccc2)n1
13: O=C(NCc1ccc(F)cc1)C1CCC(CNc2c(N3CCCCC3)c(=O)c2=O)CC1 (configuration not stated)
14: O=Cc1cn(CC(=O)Nc2ccccc2)c2ccccc12
15: O=C(N/N=C/c1ccc(O)c2ccccc12)c1cccnc1
16: Cc1ccc(C)c(-n2cc[nH]c2=S)c1

entry no.	9	10	11	12	13	14	15	16
NPC1 prom act	-5%	13%	1%	.	-1%	0%	9%	0%
Gal4-VP16 FLuc	4%	?	-12%	-5%	4%	6%	5%	?
BRCA1 expr act	-9%	-65%	-11%	-20%	18%	-9%	-47%	4%
PKM2 act	-13%	3%	-8%	-12%	-2%	0%	1%	1%
RORg inh	0%	11µM*	-15%	-1%	-19%	?	-14%	11µM*
Menin MLL FP TR	-16%	?	-4%	3%	.	-10%	?	-4%
Rab9 promoter act	0%	26%	-3%	.	2%	-1%	-2%	0%
ELG1 genotoxic	-4%	-24%	0%	.	1%	-9%	-1%	1%
p53 reactivation	-4%	23%	-1%	.	2%	3%	-6%	-18%
Giardia killer	0	-20	-15	-1	-12	-9	15	4
FLuc modulator	-7%	27µM*	-2%	2%	1%	-9%	?	-1%

Reformatted with tabs: part of the list above
#	mol	NPC1 prom act	Gal4-VP16 FLuc	BRCA1 expr act	PKM2 act	RORg inh	Menin MLL FP TR	Rab9 promoter act	ELG1 genotoxic	p53 reactivation	Giardia killer	FLuc modulator
15	O=C(N/N=C/c1ccc(O)c2ccccc12)c1cccnc1	9%	5%	-47%	1%	-14%	?	-2%	-1%	-6%	15	?
16	Cc1ccc(C)c(-n2cc[nH]c2=S)c1	0%	?	4%	1%	11µM*	-4%	0%	1%	-18%	4	-1%

(list continues)
17: COc1ccc(Cl)cc1NS(=O)(=O)c1cccc(C(=O)NCCCN2CCCC2=O)c1
18: CCNC(=O)c1c(NC(=O)C2COc3ccccc3O2)sc2c1CCCC2 (configuration not stated)
19: O=C(CSc1ccc2ccccc2c1)NCCCN1CCCC1=O
20: Cc1ccc(Cn2ncc3c(N4CCN(C5CCCC5)CC4)ncnc32)cc1
21: CCCc1cc(C(=O)Nc2cccc(Cl)c2)no1
22: Cc1nc(Oc2ccccc2)c2ccccc2n1
23: O=C(Oc1ccccc1C(=O)Oc1ccccc1)c1ccco1
24: CCOC(=O)C1CCN(C(c2cc3ccc(C)cc3[nH]c2=O)c2nnnn2C2CCCCC2)CC1 (configuration not stated)

entry no.	17	18	19	20	21	22	23	24
NPC1 prom act	-2%	7%	-2%	-3%	0%	-3%	-5%	-3%
Gal4-VP16 FLuc	20%	11µM*	-4%	-3%	?	1%	-1%	1%
BRCA1 expr act	-14%	-28%	4%	0%	?	-4%	0%	-30%
PKM2 act	5%	-2%	0%	1%	-19%	10%	-1%	-4%
RORg inh	26%	?	39%	12%	38%	-27%	-7%	7%
Menin MLL FP TR	-1%	.	-7%	?	2%	-3%	7%	-1%
Rab9 promoter act	3%	0%	4%	-1%	-3%	-3%	3%	-4%
ELG1 genotoxic	-1%	6%	1%	-8%	15µM*	4%	4%	-4%
p53 reactivation	10%	-4%	0%	2%	6%	-2%	1%	-3%
Giardia killer	5	-12	-5	12	-10	3	26	-15
FLuc modulator	4%	0%	4%	1%	1.9µM*	10%	-1%	8%

25: CCCC1=C(C(=O)OCC)C(c2ccccc2OCC)NC(=O)N1C (configuration not stated)
26: COC(=O)C1CCN(S(=O)(=O)c2ccc(OC)cc2)CC1
27: COc1ccc(N(C)S(=O)(=O)c2ccc3c(c2)oc(=O)n3C)cc1
28: COc1ccc(NC(=O)CSc2nnc(Cc3cccn3C)n2CCc2ccccc2)cc1OC
29: COc1ccccc1CNC(=O)CSc1ccc(C)cc1
30: CC(=O)c1ccc(S(=O)(=O)N(C)CC(=O)Nc2ccc(C)cc2)cc1
31: O=C(Cc1ccc(Cl)cc1)Nc1ccc(C(=O)N2CCOCC2)cc1
32: COc1ccc(CNc2nc3c(c(=O)[nH]c(=O)n3C)n2Cc2ccccc2)cc1

entry no.	25	26	27	28	29	30	31	32
NPC1 prom act	0%	1%	-3%	0%	4%	1%	0%	0%
Gal4-VP16 FLuc	3%	15%	6%	-1%	-17%	.	22%	0%
BRCA1 expr act	-4%	0%	2%	-1%	6%	0%	25%	6%
PKM2 act	-2%	?	7%	1%	1%	.	-3%	.
RORg inh	-6%	4%	-2%	?	0%	.	32%	8%
Menin MLL FP TR	-10%	3%	26%	7%	-22%	.	13%	13%
Rab9 promoter act	2%	0%	-6%	7%	-1%	-5%	4%	2%
ELG1 genotoxic	-2%	-2%	2%	-1%	1%	0%	-1%	?
p53 reactivation	0%	-2%	-1%	1%	2%	?	-3%	-1%
Giardia killer	6	-13	-9	-21	-12	-2	-7	?
FLuc modulator	3%	3%	8%	-1%	-1%	2%	-7%	1%

33: O=C(Nc1ccc(S(=O)(=O)N2CCCCC2)cc1)C1CCCCC1
34: CC(C)(C)OC(=O)N1CCN(C(=O)c2cccnc2Cl)CC1
35: CCc1nnc(NC(=O)NCN2C(=O)C3C4C=CC(C4)C3C2=O)s1 (configuration not stated)
36: COc1cccc(CNC(=O)Cc2ccc(NC3=NC4CS(=O)(=O)CC4S3)cc2)c1 (configuration not stated)
37: Cc1ccc2c(Cl)cc(Cl)c(OCc3c(C)noc3C)c2n1

entry no.	33	34	35	36	37
NPC1 prom act	2%	-15%	1%	1%	-3%
Gal4-VP16 FLuc	4%	-8%[10 µM]	7%	3%	-1%
BRCA1 expr act	-17%	-16%	2%	1%	-31%
PKM2 act	.	1%	2%	-3%	-6%
RORg inh	14%	8%	16%	-17%	-23%
Menin MLL FP TR	34%[activator]	-1%	10%	1%	4%
Rab9 promoter act	-2%	-12%	1%	0%	-2%
ELG1 genotoxic	0%	-4%	0%	4%	6%
p53 reactivation	-4%	-2%	9%	.	-1%
Giardia killer	12	-7	-19	-19	4
FLuc modulator	-3%	6%	1%	4%	0%

Only part of the results is shown (hit frequency here may not be typical).
